Compound activity: PubChem, several laboratories
PTPN22 act = activators of human LYP (PTPN22) phosphatase. Q9Y2R2. recombinant LYP, DiFMUP fluorescence; 0 = plate median, 100 = signal doubled. activation, % at 2 µM. 96,000 compounds, 0.11% hits;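 active = activation at 2 µM above a set limit, the mean plus 5 SD, cut at about 37% in these data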
HUVEC prolif 384 = blocks proliferation of human endothelial cells | AID 648 | 86,000 compounds, 1.1% hits | viability, % at 10 µM (by protocol) | HUVEC proliferation, CellTiter-Glo luminescence, 72 h; active compounds read low;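 active = viability at or below 30%; inactive = viability above 30%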;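 note: 100% = median luminescence of DMSO-only cell control wells on each plate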
sEH inhibitor = blocks human soluble epoxide hydrolase activity. AID 707. recombinant human sEH enzymatic activity assay. P34913. inhibition, % at 2 µM. 91,000 compounds, 0.34% hits; in the data active = inhibition above about 80%; note: values of inactives mirror those of a sister screen read the other way; many of its hits are not listed in these tables
Target sequence (P34913 whole entry, looked up): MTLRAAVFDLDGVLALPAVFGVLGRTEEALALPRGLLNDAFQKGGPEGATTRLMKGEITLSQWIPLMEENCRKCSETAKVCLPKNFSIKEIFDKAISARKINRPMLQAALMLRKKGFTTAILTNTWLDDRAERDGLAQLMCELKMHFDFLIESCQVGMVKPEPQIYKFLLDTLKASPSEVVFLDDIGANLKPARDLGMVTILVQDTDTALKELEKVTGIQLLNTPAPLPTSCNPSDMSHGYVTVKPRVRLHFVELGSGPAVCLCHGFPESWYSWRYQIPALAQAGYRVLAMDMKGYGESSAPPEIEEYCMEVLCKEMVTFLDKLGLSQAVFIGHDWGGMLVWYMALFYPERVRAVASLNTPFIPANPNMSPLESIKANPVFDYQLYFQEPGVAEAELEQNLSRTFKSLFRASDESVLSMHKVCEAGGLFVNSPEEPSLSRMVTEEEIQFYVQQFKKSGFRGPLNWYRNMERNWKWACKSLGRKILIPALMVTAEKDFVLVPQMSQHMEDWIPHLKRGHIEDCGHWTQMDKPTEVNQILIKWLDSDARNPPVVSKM
H69AR inhibit = growth inhibitors of human H69AR lung tumor cells | 85,000 compounds, 6% hits | viability, % at 10 µM | H69AR lung tumor viability, ATP luminescence, 72 h; active compounds read low | AID 598;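 active = viability at or below 40%; inactive = viability above 40%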;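 note: multidrug resistant small cell line overexpressing MRP-1 efflux transporter; 100% = mean luminescence of untreated control wells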
PostGolgi ctrl = inhibits growth of the yeast control strain. efflux-deficient yeast background strain, growth absorbance A615, 16 h. inhibition, % at 10 µM. 98,000 compounds, 5% hits. AID 738; in the data active = inhibition above about 30%
S1P2 blocker = antagonists of human S1P2 receptor; O95136; cell-based S1P2 antagonist assay, inhibition at 5 uM; inhibition, % at 5 µM; 97,000 compounds, 0.21% hits; AID 736; in the data active = inhibition above about 45%;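 note: CRE beta-lactamase reporter cells expressing human S1P2 stimulated with S1P; 0% = agonist at EC80 alone and 100% = agonist plus reference antagonist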
Target sequence (O95136 whole entry, looked up): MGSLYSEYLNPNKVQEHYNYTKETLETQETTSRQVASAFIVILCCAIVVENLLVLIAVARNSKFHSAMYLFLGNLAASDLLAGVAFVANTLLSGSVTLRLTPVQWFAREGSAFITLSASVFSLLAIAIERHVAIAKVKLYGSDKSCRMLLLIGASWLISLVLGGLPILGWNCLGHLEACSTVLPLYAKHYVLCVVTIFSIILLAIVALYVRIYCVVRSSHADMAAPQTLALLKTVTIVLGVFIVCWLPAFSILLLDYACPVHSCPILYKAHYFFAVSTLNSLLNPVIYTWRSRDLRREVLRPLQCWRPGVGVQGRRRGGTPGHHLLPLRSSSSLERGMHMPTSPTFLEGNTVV
Lung fibro prol = blocks proliferation of human lung fibroblasts. LL 47 human lung fibroblast viability, ATP luminescence; active compounds read low. AID 719. 85,000 compounds, 1.1% hits. viability, % at 10 µM;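 active = viability at or below 50% in the single dose screen; inactive = viability above 50%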;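 note: compound exposure lasted 72 h before the ATP readout; 100% = median luminescence of untreated cell-only wells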
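Material: human LL 47 lung fibroblast cells; quantity: 1,150 cells/well; medium: IMEM plus 15% FBS; doses: 0.1% DMSO in all compound wells; timing: overnight attachment after seeding, then 72 h compound exposure at 37 °C; detection: CellTiter-Glo luminescence; measure: % viability of median cell-only signal; controls: cell-only wells, no compound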
sEH act = increases human soluble epoxide hydrolase activity; purified human sEH enzymatic activity, activator screen; P34913; 91,000 compounds, 0.04% hits; AID 717; activation, % at 2 µM; in the data active = activation above about 37%; note: values of inactives mirror those of a sister screen read the other way
S1P2 ag = agonists of human S1P2 receptor; O95136; S1P2-expressing cell line, agonist reporter read-out; activation, % at 4.5 µM; 97,000 compounds, 0.46% hits; AID 729; in the data active = activation above about 16%;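 note: 0% = vehicle low control and 100% = maximal reference agonist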
Numbers without * were called inactive; . = no result given. The list is partial, so the mix of outcomes need not match the whole.

SMILES | PTPN22 act | HUVEC prolif 384 | sEH inhibitor | H69AR inhibit | PostGolgi ctrl | S1P2 blocker | Lung fibro prol | sEH act | S1P2 ag
CC(O)CNC(=O)c1ccc(-c2nn(C)c(=O)c3ccccc23)cc1 (configuration not stated) | 0 | 97 | -4 | 89 | 16 | -16 | 95 | 2 | -3
Cc1cc(C)nc(SCc2nnc(SCC(=O)Nc3ccccc3C)n2Cc2ccco2)n1 | 3 | 97 | . | . | 1 | 15 | 97 | . | -6
CCCC(=O)c1ccc(N2CCN(C(=O)c3ccccc3)CC2)c(F)c1 | -1 | 105 | 2 | 69 | -4 | 23 | 102 | -1 | -3
CCOC(=O)c1c(C)oc2ccc(O)c(CN(C)C)c12 | -4 | 95 | 3 | . | -3 | -3 | 101 | -2 | 0
COc1cccc(C2C=C(c3cccs3)Nc3ncnn32)c1OC (configuration not stated) | 3 | 92 | 1 | 83 | 10 | 26 | 101 | 0 | -11
Cc1cnc(NC(=O)CCCc2nc3ccccc3s2)s1 | -16 | 30* | -4 | 71 | 21 | 7 | 35* | 2 | -5
COc1ccc(S(=O)(=O)N(C)C2CCS(=O)(=O)C2)cc1OC (configuration not stated) | -9 | 104 | 7 | 98 | 3 | -11 | 96 | -6 | -5
CC1(C)CC(=O)C(/C=N/n2cnc3ccccc3c2=O)=C(O)C1 | 4 | 85 | 7 | 95 | 10 | -1 | 104 | -6 | -8
COC(=O)c1sc(=S)n(-c2ccccc2OC)c1N | 12 | . | 3 | . | 8 | 8 | . | -6 | -17
Cc1cccc(OCC(O)Cn2c(NCc3cccnc3)nc3c2c(=O)[nH]c(=O)n3C)c1 (configuration not stated) | -11 | . | . | . | 21 | 14 | . | . | -5
CCN(CC)CCNC(=O)C(C)c1nn(CC)c(=O)c2ccccc12 (configuration not stated) | 15 | 90 | -7 | 87 | . | -5 | 109 | 5 | -3
COCC(C)n1c(C)cc(C(=O)COC(=O)c2ccc3ncsc3c2)c1C (configuration not stated) | 5 | 89 | 8 | 92 | 15 | 25 | 86 | -8 | -5
Cc1ccc(S(=O)(=O)NNc2nc3ccccc3nc2C(F)(F)F)cc1 | -6 | 96 | 16 | 102 | 8 | -6 | 97 | -17 | -1
O=C(O)CCC(=O)Nc1ccccc1C(=O)NCc1ccco1 | 0 | 100 | 0 | 86 | . | -14 | 92 | 4 | 1
O=C(CCS(=O)(=O)c1cccc2nsnc12)N1CCN(C(=O)c2ccco2)CC1 | . | 102 | . | 90 | -2 | . | 98 | . | .
Cc1cc2cc3c(cc2nc1SCC(=O)N1CCN(C(=O)c2ccco2)CC1)OCO3 | 1 | 89 | 0 | 52 | . | 14 | 100 | -1 | -7
Cc1ccccc1C(=O)N1CCC(C(=O)Nc2ccc(S(=O)(=O)N3CCCC3)cc2)CC1 | 4 | 105 | 71 | 92 | 1 | 5 | 91 | -72 | -8
Cc1ccc2c(c1)C(=O)C(=O)N2CC(=O)OC(C)C | 2 | 96 | -8 | 68 | 9 | 14 | 95 | 10 | -8
COc1cc2c(O)c3c(c(-c4ccc5c(c4)OCO5)c2cc1OC)C(=O)OC3 | 0 | 2.6* | -6 | 3.6* | 7 | 10 | 11* | 8 | 4
CN(C)S(=O)(=O)Nc1ccc(Br)cc1F | 0 | 99 | -8 | 96 | 12 | -3 | 102 | 8 | -1

6 neighbouring entries already listed, for reference:
SMILES | PTPN22 act | HUVEC prolif 384 | sEH inhibitor | H69AR inhibit | PostGolgi ctrl | S1P2 blocker | Lung fibro prol | sEH act | S1P2 ag
CCN(CC)CCNC(=O)C(C)c1nn(CC)c(=O)c2ccccc12 (configuration not stated) | 15 | 90 | -7 | 87 | . | -5 | 109 | 5 | -3
COCC(C)n1c(C)cc(C(=O)COC(=O)c2ccc3ncsc3c2)c1C (configuration not stated) | 5 | 89 | 8 | 92 | 15 | 25 | 86 | -8 | -5
Cc1ccc(S(=O)(=O)NNc2nc3ccccc3nc2C(F)(F)F)cc1 | -6 | 96 | 16 | 102 | 8 | -6 | 97 | -17 | -1
O=C(O)CCC(=O)Nc1ccccc1C(=O)NCc1ccco1 | 0 | 100 | 0 | 86 | . | -14 | 92 | 4 | 1
O=C(CCS(=O)(=O)c1cccc2nsnc12)N1CCN(C(=O)c2ccco2)CC1 | . | 102 | . | 90 | -2 | . | 98 | . | .
Cc1cc2cc3c(cc2nc1SCC(=O)N1CCN(C(=O)c2ccco2)CC1)OCO3 | 1 | 89 | 0 | 52 | . | 14 | 100 | -1 | -7

Other results.
SMILES | PTPN22 act | HUVEC prolif 384 | sEH inhibitor | H69AR inhibit | PostGolgi ctrl | S1P2 blocker | Lung fibro prol | sEH act | S1P2 ag
Cn1c(=O)oc2cc(S(=O)(=O)NCCC(=O)Nc3ccc4c(c3)OCCO4)ccc21 | . | 86 | . | 89 | 9 | . | 90 | . | .
CCOC(=O)c1c(NC(=O)CSc2nnc(CNc3ccc(Cl)cc3)o2)sc(C)c1C | 0 | 84 | 5 | 81 | . | -5 | 90 | -2 | 0
CCN(Cc1ccccc1)C(c1ccccn1)c1nnnn1C1CCCCC1 (configuration not stated) | -4 | 108 | 7 | 86 | . | 0 | 91 | -4 | -5
O=C(c1cccs1)N1N=C(c2ccccc2)CC1c1ccccc1 (configuration not stated) | 2 | . | -14 | . | 69* | -9 | . | 14 | -7
O=C(CN1CCN(c2ccccc2)CC1)N1N=CCC1c1ccccc1 (configuration not stated) | 3 | . | -31 | . | -9 | 16 | . | 34 | -7
CCCCCn1c(SCCCC)nc2c1c(=O)[nH]c(=O)n2C | 2 | 98 | -18 | 87 | 33* | -2 | 101 | 15 | 0
Cc1ccc(/C=N/N2CCN(Cc3ccccc3)CC2)s1 | 1 | . | -4 | . | 7 | 10 | . | 3 | -3
COc1c(C)cccc1C(=O)Nc1ccc(CN2CCOCC2)cc1 | 2 | 99 | -9 | 101 | 7 | -9 | 97 | 7 | -3
c1ccc(CN2CCN(CCN3CCn4c3nc3ccccc34)CC2)cc1 | . | 81 | . | 82 | 3 | . | 93 | . | .
Cn1c(=O)n(CC(=O)O)c(=O)c2c1nc1n2CCS1 | 0 | 97 | -4 | 101 | 3 | 0 | 102 | 4 | -5
COc1cc2c(cc1OC)C(C)N(C(=O)Cn1ncc3c1-c1cc(C)ccc1OC3)CC2 (configuration not stated) | 5 | 89 | 2 | 72 | 7 | 2 | 91 | 0 | -4
Cc1ccc2nc(SCCC#N)nc(C)c2c1 | -1 | 93 | 6 | 89 | -8 | -14 | 94 | -5 | -5
Cc1ccc(SCc2cc(=O)[nH]c(N3CCOCC3)n2)cc1 | -5 | 95 | 7 | 84 | 9 | 12 | 106 | -6 | -4
C=CCn1c(SCn2nnc3ccccc3c2=O)nnc1-c1ccc(Br)cc1 | -15 | 96 | 8 | 83 | 19 | -3 | 104 | -9 | 0
COc1cc2nc(-c3ccc(Br)o3)oc(=O)c2cc1OC | -7 | 83 | -7 | 83 | -2 | -3 | 109 | 6 | -2
c1cnc(NC2CCCCCC2)nc1 | 8 | 107 | -7 | 97 | 11 | 17 | 101 | 7 | -7
CC1(C)CC(NC(=O)CCc2ccccc2)CC(C)(C)N1 | -1 | 89 | -5 | 101 | -12 | 26 | 93 | 5 | 0
COC(=O)C1C(O)=C(C=Nc2ccc(N)cc2)C(=O)CC1(C)C (configuration not stated) | 12 | . | 5 | . | 0 | -12 | . | -4 | -2
COc1ccc(C)cc1NC(=O)CSc1nnnn1Cc1ccccc1 | 9 | 89 | 8 | 80 | 15 | -3 | 106 | -5 | -6
COc1ccc(Nc2c(C)cccc2C)cc1 | 39* | 91 | -1 | 86 | . | -10 | 82 | 2 | -2
O=C(COC(=O)CSCC(=O)N1CCCCC1)Nc1ccc(Cl)cc1 | 20 | 102 | -3 | 96 | 36* | 12 | 100 | 2 | -8
Cc1ccc(C(=O)NCCc2csc(C)n2)cc1 | 8 | 107 | -6 | 100 | . | -22 | 107 | 8 | -4
O=C1CC(c2ccc(S(=O)(=O)N3CCN(c4ccccc4)CC3)cc2)CN1 (configuration not stated) | -2 | 111 | 8 | 74 | 3 | -11 | 98 | -5 | -1
COc1ccc(CCN(C)CCN2C(=O)c3ccccc3C2=O)cc1OC | -6 | 93 | 9 | 95 | 21 | -1 | 100 | -10 | -7
COc1ccc(NC(=O)C(c2ccc(C)cc2)N(C)C(=O)CNC(C)=O)cc1 (configuration not stated) | 4 | 98 | -15 | 85 | -2 | 7 | 98 | 16 | -3
CC(C)COn1c(=S)[nH]c2ccccc2c1=O | 18 | 103 | 0 | 88 | 38* | 6 | 94 | 1 | 1
O=C1C=C(N(CCO)CCO)C2(CCCCC2)O1 | -11 | 99 | . | 88 | -13 | 11 | 105 | . | -1
COc1cc(C2C3=C(CCCC3=O)Nc3[nH]n(-c4ccccc4)c(=O)c32)ccc1O (configuration not stated) | 1 | . | -1 | . | -5 | 1 | . | -2 | -7
Cc1cc(C)c(S(C)(=O)=O)c(S(=O)(=O)c2ccc(Cl)cc2)n1 | -7 | . | -8 | . | 8 | 10 | . | 6 | -4
O=C(CSc1nnc(-c2ccccc2)n1-c1ccccc1)c1cccs1 | -2 | . | -11 | . | 21 | -4 | . | 9 | 0
Cc1cc(C(=O)Nc2nc3ccc(S(C)(=O)=O)cc3s2)c(C)o1 | 12 | 94 | 0 | 51 | -11 | 5 | 46* | -1 | -10
Cc1ccc(S(=O)(=O)n2nc(-c3ccc(Cl)cc3)nc2NCc2ccco2)cc1 | 5 | 79 | -11 | 76 | 3 | -6 | 92 | 9 | -4
CCOc1ccc(-n2c(SC(C)C(=O)OC)nc3c(c2=O)SCC3)cc1 (configuration not stated) | 6 | . | 11 | . | . | -9 | . | -9 | -4
CCC(C)NC(=O)CSc1nnc(-c2cc(-c3cccs3)nc3ccccc23)o1 (configuration not stated) | -7 | 92 | 4 | 69 | 9 | 11 | 106 | -9 | -4
COC(=O)c1cc(C#N)c(NCc2ccccc2)nc1C | -5 | 100 | 2 | 105 | 10 | -12 | 89 | -1 | 3
c1ccc(CCc2nc(-c3ccc(-n4cccc4)cc3)no2)cc1 | -2 | 100 | -8 | 94 | 22 | -11 | 98 | 9 | -4
CC1CCc2sc3nc(N4CCN(CCO)CC4)n4ncnc4c3c2C1 (configuration not stated) | . | 34 | . | 33* | 9 | . | 101 | . | .
O=C(NC1CCCCC1)C(c1ccc2ncccc2c1)N(Cc1ccccc1)C(=O)c1cccs1 (configuration not stated) | 3 | . | -22 | . | 1 | 7 | . | 26 | -11
CCCN(CCC)C(=O)c1ccc2c(c1)OCO2 | 6 | 101 | 6 | 97 | . | -15 | 105 | -9 | -2
O=C(c1cc(Br)c(Br)s1)N1CCN(C/C=C/c2ccccc2)CC1 | -4 | 93 | 11 | 77 | 46* | -4 | 104 | -14 | -2
Clc1ccc(OCc2nc(-c3ccncc3)no2)cc1 | 5 | 101 | -3 | 114 | 8 | -1 | 100 | 4 | -10
CCOC(=O)C1CCCN(Cc2nc(N)nc(Nc3ccccc3OC)n2)C1 (configuration not stated) | . | 113 | . | 51 | 15 | . | 93 | . | .
CCOC(=O)Cc1csc(SCC(=O)/C(C#N)=C(\C)N)n1 | -10 | 87 | 2 | 99 | 3 | -8 | . | -3 | -1
CCC(C)C(=O)N1c2ccccc2C(=C2SC(C(=O)OC)=C(C(=O)OC)S2)C(=S)C1(C)C (configuration not stated) | -1 | . | -9 | . | 12 | 8 | . | 6 | -7
CCOC(=O)c1ccccc1NC(=O)/C=C/c1cc(OC)c(OC)c(OC)c1 | -5 | 88 | 2 | 96 | 0 | -20 | 91 | -8 | -1
CSCCC(NC(N)=O)C(=O)NCc1cccc(Cl)c1 (configuration not stated) | 3 | . | 2 | . | 4 | -15 | . | -1 | -2
COc1ccc(OCCC(=O)NCc2ccccc2)cc1 | 1 | 98 | 6 | 100 | 25 | 14 | 101 | -11 | -5
O=C(O)C1C2C=CC3(CN(Cc4ccccn4)C(=O)C13)O2 (configuration not stated) | -5 | 103 | -4 | 93 | 6 | 17 | 104 | 6 | -5
